Compound activity from PubChem BioAssay.
MBNL1 CUG block: blocks human MBNL1 binding to CUG repeat RNA; TR-FRET MBNL1-His/biotin-(CUG)12 binding, 665/545 ratio; 0.036% of 280,000 active; Q9NR56; Potency, µM (highest dose often 57.5 µM), for the others: top-dose activity change, negative = inhibition, actives largely listed as inhibitors; active means well fitted inhibition curve with a large enough effect in the signal ratio, with a control signal flat, not every such curve was filed as active; inconclusive means small, poorly fitted or top-dose-only effect, or effect the other way, or a change in a side signal; inactive means no such curve, though single readings can be large or run the other way; the % refers to the signal ratio; further: on the % scale 0 is the no-effect control and ±100 the full control effect
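Compounds (final 92 nM to 58 uM) are added to His-tagged MBNL1 and biotin-(CUG)12, then terbium anti-His antibody and streptavidin-XL665 (5 nM final). After 60 min at room temperature, the 665/545 nm ratio is read.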
CXXC DNA block: inhibitors of human MLL CXXC domain-DNA interaction | Q03164 | 0.037% of 290,000 active | MLL-CXXC / FITC-HOXA9 DNA fluorescence polarization | Potency, µM (series often up to 115 µM), for the others: top-dose activity change, negative = inhibition, usual class: inhibitors; active means well fitted inhibition curve with a large enough effect in the polarisation, with a control signal flat, not every such curve was filed as active; inconclusive means small, poorly fitted or top-dose-only effect, or effect the other way, or a change in a side signal; inactive means no such curve, though single readings can be large or run the other way; the % refers to the polarisation
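Fluorescence polarization: 7 uM MLL-CXXC (stock) preincubated 5 min with compounds, then 50 nM fluorescein-HOX-A9 DNA (stock) added; 30 min ambient. Buffer 50 mM Tris-HCl pH 7.5, 50 mM NaCl, 1 mM DTT, 0.05% BSA.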
p53 reactivation: re-activators of mutant p53; H1299 p53-A138V BP100-luciferase reporter, luminescence, 24 h; Potency, µM (doses to about 92.2 µM), inactives show at the highest dose activity change, positive = activation, hits mostly activators; 0.063% of 320,000 active; AID 504706; further: % of control where 0% means no effect; nearly all actives have a fitted effect of over 45% in size
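H1299 (p53-null), stable ts p53-A138V + BP100-Luc; 1000 cells/well, Opti-MEM/10% FBS; cpd 4 pt, 1:5; 24 h, 37 deg C, 5% CO2; detection reagent 10 min RT; luminescence.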
RORgamma inh: inhibitors of mouse ROR gamma transcriptional activity. P51450. Drosophila S2 Gal4-RORgamma UAS-luciferase reporter, 20 h. Potency, µM (doses to about 53.6 µM), for the others: top-dose activity change, negative = inhibition, usual class: inhibitors. 5.4% of 310,000 active; further: on the % scale 0 is the no-effect control and ±100 the full control effect; nearly all actives have a fitted effect of over 60% in size
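Drosophila Schneider cells stably carrying a metallothionein-driven Gal4 DBD–ROR gamma fusion and a UAS-Photinus luciferase reporter were exposed to compound for 1 hr, then induced with copper sulfate (700 uM final) for 20 hr at ambient temperature before luminescence reading.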
FLuc modulator: inhibits or activates purified firefly luciferase, miR-21 counter-screen; P08659; purified FLuc, Km substrates, luminescence inhibition; Potency, µM (top dose mostly 57.5 µM), for the others: top-dose activity change, negative = inhibition, actives largely listed as inhibitors; 6.9% of 360,000 active;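 further: plate controls were vehicle for no effect and reference inhibitor for full effect; nearly all actives have a fitted effect of over 55% in size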
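Purified P. pyralis luciferase (10nM final) with 10uM D-luciferin and 10uM ATP (Km levels) in 50mM Tris acetate pH 7.5, 10mM Mg acetate, 0.01% Tween-20, 0.05% BSA; qHTS 6-point titration, ~60 µM downward; luminescence read.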
Rab9 prom act: Rab9 promoter activation | Huh7 Rab9 promoter-luciferase reporter, luminescence, 24 h | Potency, µM (doses to about 9.22 µM), without a hit: at the highest dose activation, negative = inhibition, usual class: activators | 2.8% of 320,000 active | AID 485297; further: % of control where 0% means no effect; nearly all actives have a fitted effect of over 60% in size
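Using Huh7 cells stably transfected with Rab9 promoter–luciferase, compounds were incubated 24 h at 37 °C, 5% CO2; luciferase luminescence was read 10 min after reagent addition.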
NPC1 prom act: NPC1 promoter activation. Huh7 NPC1 promoter luciferase reporter, 24 h. Potency, µM (doses to about 9.22 µM), for the others: at the top dose activation, most hits filed as activators. 2.4% of 320,000 active;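 further: % of control where 0% means no effect; nearly all actives have a fitted effect of over 60% in size; reporter is driven by a mutant NPC1 promoter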
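Cells: Huh7 expressing luciferase under the NPC1 promoter, 1500/well. Seeded 2 h, compound added, incubated 24 h at 37 °C. Luciferase reagent, 10 min ambient, then luminescence.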
uPA generation: blocks generation of uPA at the cell surface | cell surface uPA generation assay, qHTS | Potency, µM (top dose mostly 38.3 µM), for the others: at the top dose activity change, negative = inhibition, usual class: inhibitors | 0.31% of 330,000 active | AID 540303; active means well fitted inhibition curve with a large enough effect; inconclusive means small, poorly fitted or top-dose-only effect; inactive means no such curve, though single readings can be large or run the other way; tested in mouse RAW 264.7 cells; further: on the % scale 0 is the no-effect control and ±100 the full control effect; nearly all actives have a fitted effect of over 55% in size
ELG1 genotox: induces genotoxicity in HEK293T cells with luciferase-tagged ELG1; HEK293T ELG1-luciferase reporter, luminescence, 16 h; 1.3% of 330,000 active; Potency, µM (titrated, usually from 46 µM), inactives show at the top dose activity change, positive = activation, most hits filed as activators; further: % of control where 0% means no effect; nearly all actives have a fitted effect of over 60% in size
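Genotoxic stress is detected as increased luminescence from luciferase-tagged ELG1 in HEK293T cells, measured with ONE-Glo after a 16 hr treatment at 37 °C.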
BRCA1 expr act: BRCA1 expression activation. MCF7-BRCA1-FFLuc reporter, luminescence, 48 h; response scale: scaled: vehicle 0%, 10 µM genistein 100%. Potency, µM (doses to about 46.1 µM), without a hit: at the top dose activation, actives largely listed as activators. 1.1% of 380,000 active; further: nearly all actives have a fitted effect of over 80% in size; some results filed as inactive show a strong effect at the top dose
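Reporter cells (MCF7, BRCA1 promoter-firefly luciferase) received library compounds across a concentration series for 48 h. End-point luminescence was measured and concentration-effect curves derived after normalization.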
VP16 counter: inhibits Gal4-VP16 luciferase reporter, ROR gamma counter-screen; Drosophila S2 Gal4-VP16 UAS-luciferase, luminescence, 20 h; Potency, µM (titrated, usually from 53.6 µM), for inactives: at the top dose activity, negative = inhibition, actives largely listed as inhibitors; 3.5% of 310,000 active;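 further: Gal4-VP16 expression switched on by copper sulfate through the metallothionein promoter; on the % scale 0 is the no-effect control and ±100 the full control effect; nearly all actives have a fitted effect of over 50% in size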
The depositor's hits bear a star; [ ] = remark or other dose. Unless noted, the call rests on the fitted dose curve; in most records, active means well fitted curve in the direction sought with a large enough effect; inconclusive means small, poorly fitted or top-dose-only effect, or another doubt; inactive means no such curve, though single readings can be large; an effect the other way counts as inactive or inconclusive. Potency means the concentration at half of the fitted maximal effect. These rows are one share of the data; count on the stated rates, not on these rows.

CC1(c2nnc(-c3ccncc3)o2)CC(c2ccc([N+](=O)[O-])cc2)=NO1 (stereo not given) was read as MBNL1 CUG block inconclusive, CXXC DNA block 6%, p53 reactivation 3%, RORgamma inh inconclusive, FLuc modulator 1%, Rab9 prom act -11%, NPC1 prom act -1%, uPA generation -25%, ELG1 genotox -8%, BRCA1 expr act 8% and VP16 counter inconclusive.
`O=C(NCCN1CCOCC1)c1ccc(Cl)c(S(=O)(=O)N2CCCC2)c1` gave MBNL1 CUG block -4%, CXXC DNA block inconclusive, p53 reactivation -2%, RORgamma inh 17%, FLuc modulator 4%, Rab9 prom act 16%, NPC1 prom act 1%, uPA generation 16%, ELG1 genotox -6%, BRCA1 expr act -5% and VP16 counter -11%.
For Cc1ccccc1NC(=O)Cc1nc(COC(=O)/C=C/c2ccccc2)cs1 the results were p53 reactivation 1%, FLuc modulator -1%, Rab9 prom act 1%, NPC1 prom act -1%, uPA generation -2%, ELG1 genotox -1% and BRCA1 expr act 8%.
`CN(Cc1ccc(Cl)cc1Cl)C(=O)CN1C(=O)NC2(CCCC2)C1=O` gave p53 reactivation -2%, FLuc modulator 7%, Rab9 prom act -1%, NPC1 prom act 0%, uPA generation -7%, ELG1 genotox -1% and BRCA1 expr act -21%.
For O=C(NCc1ccco1)c1cnn2c1NC(c1ccc(Br)cc1)CC2C(F)(F)F (stereo not given) the results were MBNL1 CUG block -4%, CXXC DNA block -1%, p53 reactivation -6%, RORgamma inh inconclusive, FLuc modulator 0%, Rab9 prom act -2%, NPC1 prom act -1%, uPA generation 3%, ELG1 genotox -9%, BRCA1 expr act -46% and VP16 counter -3%.
Screening CN(C)c1ccc(-n2cccc2/C=C2/SC(=Nc3ccc(F)cc3)NC2=O)cc1 returned MBNL1 CUG block 6%, CXXC DNA block 5%, p53 reactivation 16%, RORgamma inh -24%, FLuc modulator -1%, Rab9 prom act 6%, NPC1 prom act 0%, uPA generation 4%, ELG1 genotox 6%, BRCA1 expr act -14% and VP16 counter 5%.
`O=C(O)c1[nH]c2ccccc2c1C=NCc1ccccc1Cl` gave CXXC DNA block -7%, p53 reactivation 0%, RORgamma inh 2%, FLuc modulator -15%, Rab9 prom act 2%, NPC1 prom act -18%, uPA generation -7%, ELG1 genotox -5%, BRCA1 expr act -3% and VP16 counter 5%.
`COc1ccc(S(=O)(=O)O)cc1P(=O)(c1ccccc1)c1ccccc1` gave MBNL1 CUG block 3%, CXXC DNA block 35%[activator], p53 reactivation -7%, RORgamma inh 27%, FLuc modulator 3%, Rab9 prom act -8%, NPC1 prom act -3%, uPA generation 2%, ELG1 genotox -1%, BRCA1 expr act -2% and VP16 counter -2%.
Screening CC1CCN(S(=O)(=O)c2ccc3c(c2)c(=O)c(C(=O)N2CCCCC2)cn3C)CC1 returned MBNL1 CUG block -2%, CXXC DNA block 14%, p53 reactivation 2%, RORgamma inh 25%, FLuc modulator -1%, Rab9 prom act 2%, NPC1 prom act 2%, ELG1 genotox 1%, BRCA1 expr act -4% and VP16 counter -10%.
Cc1cc(C)cc(N(CCC(=O)O)S(=O)(=O)c2ccc3ccccc3c2)c1 was read as MBNL1 CUG block 0%, CXXC DNA block 6%, p53 reactivation -1%, RORgamma inh 6%, FLuc modulator 8%, Rab9 prom act 0%, NPC1 prom act -2%, uPA generation -7%, ELG1 genotox -2%, BRCA1 expr act 0% and VP16 counter inconclusive.
Cc1ccc(NS(=O)(=O)c2cccs2)nc1 was read as MBNL1 CUG block 5%, CXXC DNA block 8%, p53 reactivation -8%, RORgamma inh -1%, FLuc modulator 7%, Rab9 prom act 4%, NPC1 prom act -1%, uPA generation -3%, ELG1 genotox -9%, BRCA1 expr act 12% and VP16 counter 3%.
`COC(=O)c1sc(S(=O)(=O)NCC(=O)O)c(C(=O)OC)c1C` gave MBNL1 CUG block 4%, CXXC DNA block -8%, p53 reactivation 2%, RORgamma inh -1%, FLuc modulator -8%, Rab9 prom act inconclusive, NPC1 prom act -1%, uPA generation 3%, ELG1 genotox 2%, BRCA1 expr act 0% and VP16 counter -1%.
For CC(=O)N[C@@H](Cc1c[nH]c2ccccc12)C(=O)NC1CCCc2ccccc21 (stereo not given in full) the results were MBNL1 CUG block -3%, CXXC DNA block 15%, p53 reactivation 2%, RORgamma inh 0%, FLuc modulator -2%, Rab9 prom act 1%, NPC1 prom act -6%, uPA generation 4%, ELG1 genotox -4%, BRCA1 expr act -9% and VP16 counter -12%.
Screening O=C(CSC(=S)N1CCOCC1)Nc1nc(-c2ccccc2)c(-c2ccccc2)o1 returned MBNL1 CUG block 2%, CXXC DNA block 0%, p53 reactivation 1%, RORgamma inh 11µM*, FLuc modulator 8%, Rab9 prom act -5%, NPC1 prom act -2%, uPA generation -3%, ELG1 genotox -3%, BRCA1 expr act -35% and VP16 counter inconclusive.
Screening Cc1ccc(NC(=O)CCC(=O)OCC(=O)c2ccc(-c3ccccc3)cc2)cc1 returned MBNL1 CUG block -9%, CXXC DNA block -1%, p53 reactivation 7%, RORgamma inh inconclusive, FLuc modulator -11%, Rab9 prom act -3%, NPC1 prom act 0%, ELG1 genotox 0%, BRCA1 expr act 18% and VP16 counter inconclusive.
`COc1ccc(NC(=O)CSc2ccccn2)cc1OC` gave MBNL1 CUG block 7%, CXXC DNA block -7%, RORgamma inh 3%, FLuc modulator -13%, uPA generation 5%, BRCA1 expr act 2% and VP16 counter 14%.
O=C(c1cccc(-c2ccc(O)cc2)c1)N1CCN(c2ccc(F)cc2)CC1 was read as MBNL1 CUG block 2%, CXXC DNA block 2%, p53 reactivation -1%, RORgamma inh 16%, FLuc modulator 1%, Rab9 prom act -4%, NPC1 prom act -1%, uPA generation -1%, ELG1 genotox 3%, BRCA1 expr act 0% and VP16 counter -11%.
For O=C(OCCOCCN=C1NS(=O)(=O)c2ccccc21)c1ccc(F)cc1 the results were MBNL1 CUG block -9%, CXXC DNA block 0%, p53 reactivation 1%, RORgamma inh 1%, FLuc modulator 2%, Rab9 prom act -2%, NPC1 prom act -4%, uPA generation 1%, ELG1 genotox 0%, BRCA1 expr act -2% and VP16 counter -25%.
`Cc1c(CC(=O)O)c(=O)oc2c(C)c(OCc3ccc(F)cc3Cl)ccc12` gave MBNL1 CUG block 22%, CXXC DNA block 2%, p53 reactivation 6%, RORgamma inh -9%, FLuc modulator inconclusive, Rab9 prom act -2%, NPC1 prom act -5%, uPA generation 3%, ELG1 genotox 4%, BRCA1 expr act 16% and VP16 counter 4%.
Screening COc1ccc(C(=O)NNC(=O)Nc2ccc(Cl)cc2)cc1 returned MBNL1 CUG block -1%, CXXC DNA block -24%, p53 reactivation -4%, RORgamma inh -18%, FLuc modulator -14%, Rab9 prom act 17%, NPC1 prom act inconclusive, uPA generation 3%, ELG1 genotox inconclusive, BRCA1 expr act -7% and VP16 counter -3%.
`Cc1cc(C)cc(N2CCCn3c2nc2c3c(=O)[nH]c(=O)n2C)c1` gave MBNL1 CUG block -1%, CXXC DNA block inconclusive, p53 reactivation -1%, RORgamma inh 3%, FLuc modulator -2%, Rab9 prom act -6%, NPC1 prom act -4%, uPA generation -4%, ELG1 genotox -1%, BRCA1 expr act -47% and VP16 counter 10%.
Screening COc1cc(C(=O)Nc2cc(C)ccn2)cc(OC)c1OC returned MBNL1 CUG block 6%, CXXC DNA block 1%, p53 reactivation -8%, RORgamma inh -32%, FLuc modulator -8%, Rab9 prom act -2%, NPC1 prom act -2%, ELG1 genotox 0%, BRCA1 expr act -4% and VP16 counter 9%.
COc1ccc(C/C(N)=N/OC(=O)Cc2ccccc2)cc1OC was read as MBNL1 CUG block -1%, CXXC DNA block 16%, p53 reactivation -3%, RORgamma inh 10%, FLuc modulator 4%, Rab9 prom act -3%, NPC1 prom act 1%, uPA generation 1%, ELG1 genotox -1%, BRCA1 expr act -2% and VP16 counter -2%.
`COc1ccc(/C=N/NC(=O)C2CC2)c(OC)c1OC` gave MBNL1 CUG block 7%, CXXC DNA block -7%, p53 reactivation 26%, RORgamma inh 21%, FLuc modulator -6%, Rab9 prom act 0%, NPC1 prom act -1%, uPA generation -3%, ELG1 genotox 12%, BRCA1 expr act 0% and VP16 counter 0%.
For CC(C)CNC(=O)c1c(F)c(F)c(F)c(F)c1F the results were MBNL1 CUG block -9%, CXXC DNA block -13%, p53 reactivation 4%, RORgamma inh -4%, FLuc modulator -1%, Rab9 prom act -4%, NPC1 prom act -3%, uPA generation 2%, ELG1 genotox 0%, BRCA1 expr act 20% and VP16 counter 6%.
